# FLuc inh counter = inhibits firefly luciferase, flagging false hits in luciferase inhibition screens. P08659. ATPLite firefly luciferase biochemical luminescence, 10 min. inhibition, % at 10 µM. 200,000 tested, 1.5% active. AID 1006;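 active = inhibition above about 50% when tested at 10 µM, limit read from the data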
# Target sequence (P08659 whole entry, looked up): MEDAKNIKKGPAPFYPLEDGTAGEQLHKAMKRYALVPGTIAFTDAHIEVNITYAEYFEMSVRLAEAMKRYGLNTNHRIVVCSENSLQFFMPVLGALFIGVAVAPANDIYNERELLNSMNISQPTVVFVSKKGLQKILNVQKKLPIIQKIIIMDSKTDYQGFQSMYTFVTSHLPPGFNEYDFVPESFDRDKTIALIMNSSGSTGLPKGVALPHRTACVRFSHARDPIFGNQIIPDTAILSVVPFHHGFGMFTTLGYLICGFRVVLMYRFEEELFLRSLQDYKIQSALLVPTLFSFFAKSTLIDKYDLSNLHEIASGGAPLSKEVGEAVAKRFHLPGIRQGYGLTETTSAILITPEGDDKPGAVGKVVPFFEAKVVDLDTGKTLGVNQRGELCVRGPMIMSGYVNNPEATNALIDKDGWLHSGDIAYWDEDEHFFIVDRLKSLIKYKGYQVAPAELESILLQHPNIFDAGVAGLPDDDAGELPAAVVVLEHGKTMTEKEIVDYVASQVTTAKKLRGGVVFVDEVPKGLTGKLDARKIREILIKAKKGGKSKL
# ROMK primary = modulators of human ROMK potassium channel; P48048; Tet-inducible ROMK, thallium flux fluorescence; actives lie on both sides; B-score at 10 µM; 130,000 tested, 2% active;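 active = signal ratio slope over the read window, or its plate-corrected B-score, at least 3 SD from the plate mean, either direction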;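 note: B-score of the F/F0 ratio slope over 7 to 12 s after thallium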
# Target sequence (P48048 whole entry, looked up): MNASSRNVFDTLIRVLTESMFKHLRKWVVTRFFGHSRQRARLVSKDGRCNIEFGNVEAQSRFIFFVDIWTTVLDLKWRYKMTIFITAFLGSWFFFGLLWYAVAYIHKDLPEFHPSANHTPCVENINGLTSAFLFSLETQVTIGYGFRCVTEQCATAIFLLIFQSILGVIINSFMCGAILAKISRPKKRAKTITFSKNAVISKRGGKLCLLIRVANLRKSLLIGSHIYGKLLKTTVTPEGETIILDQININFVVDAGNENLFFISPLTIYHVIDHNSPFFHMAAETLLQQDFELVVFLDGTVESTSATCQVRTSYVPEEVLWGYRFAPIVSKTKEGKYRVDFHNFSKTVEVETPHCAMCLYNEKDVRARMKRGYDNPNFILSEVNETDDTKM
# STAT3 act = STAT3 signaling activation; U3A cells, IL-6 STAT3-luciferase reporter, luminescence; 100% = signal with IL-6 EC80 alone; activation (% of control), % at 5.6 µM; 190,000 tested, 0.91% active; AID 871;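 active = activation above the screen-wide mean of compound activation plus 3 SD, cut at about 130% in these data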;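 note: 0% = background luminescence of wells with medium and substrate only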
#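 Detection: reporter luminescence signal / Assay system: STAT1-lacking human U3A cells, STAT3 luciferase reporter / Incubation: compound pre-incubation 1 h before IL-6, then 6 h stimulation at 37 °C / Control set: IL-6-only high control / Read-out: % activation relative to IL-6 control / Probe or stimulus: Interleukin-6, 33 ng/mL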
# FLuc stim CS = affects firefly luciferase, flagging false hits in luciferase stimulation screens; P08659; ATPlite luciferase biochemical, luminescence, 10 min; 0 = ATP-free wells, 1 = DMSO control; activation factor at 10 µM; 200,000 tested, under 10 active; AID 1027;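 active = luciferase activation factor, scaled between plate controls, of at least 2 with compound at 10 µM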
#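 Material: Luciferase/luciferin reagent mix; Doses: test compounds dosed from 2 mM stocks in 100% DMSO; Schedule: 10 min incubation after luciferase reagent addition, room temperature; Measured by: luminescence from luciferase reaction; Read-out: luminescence gain marking luciferase activators.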
# STAT1 activator = increases IFN-gamma driven STAT1 reporter signal. NIH 3T3 STAT1-luciferase reporter, luminescence; 100% = IFN-gamma alone, no compound. activation (% of control), % at 5.5 µM. 200,000 tested, 2.6% active. AID 932;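 active = activation above the screen-wide mean activation plus 3 SD, cut at about 130% in these data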;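 note: raw ratio to IFN-gamma control signal so 100% means no change and 0% no light; values of inactives mirror those of a sister screen read the other way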
# APP 5UTR inh = APP translation inhibition. SH-SY5Y APP 5'UTR-luciferase reporter, luminescence. inhibition, % at 2 µM. 190,000 tested, 0.82% active;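 active = inhibition above a set limit, derived from the sample mean plus 3 SD, cut at about 45% in these data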; note: values of inactives mirror those of a sister screen read the other way
# STAT1 blocker = inhibitors of IFN-gamma induced STAT1 signaling | 200,000 tested, 0.35% active | NIH 3T3 STAT1-luciferase reporter, luminescence | inhibition, % at 5.5 µM;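 active = inhibition above a set limit, the mean inhibition across all tested compounds plus 3 SD, cut at about 34% in these data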;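 note: 0% = IFN-gamma with DMSO and 100% = IFN-gamma with 300 µM nifuroxazide; values of inactives mirror those of a sister screen read the other way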
# NF-kB expr up = NF-kB expression increase, human neuronal cells | NF-kB reporter expression; stronger effect = higher value | fold change at 12.5 µM | 190,000 tested, 1.6% active; in the data active = fold change above about 3.3
# STAT3 blocker = reduces IL-6 driven STAT3 reporter signal | U3A cells, IL-6 STAT3-luciferase reporter, luminescence; host cell line lacks STAT1 | inhibition, % at 5.5 µM | 190,000 tested, 0.89% active | AID 862;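 active = inhibition above the mean inhibition across all screened compounds plus 3 SD, cut at about 44% in these data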;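 note: 0% = DMSO only wells and 100% = 100 µM nifuroxazide control wells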
# APP 5'UTR act = activates APP 5'UTR luciferase reporter; SH-SY5Y APP 5'UTR luciferase reporter, luminescence; zero percent = DMSO vehicle wells; activation, % at 2 µM; 190,000 tested, 1% active; AID 1276;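 active = activation above a set limit, based on mean plus 3 SD of controls, cut at about 140% in these data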; note: values of inactives mirror those of a sister screen read the other way
# An asterisk follows results filed as active; . = not tested or not shown.
SMILES,FLuc inh counter,ROMK primary,STAT3 act,FLuc stim CS,STAT1 activator,APP 5UTR inh,STAT1 blocker,NF-kB expr up,STAT3 blocker,APP 5'UTR act
CC1CN(C(=O)c2c([N+](=O)[O-])cnn2C)CC(C)O1 (stereo unspecified),-2.9,0.0287,92.0,1,95.4,-2.5,5.0,0.93,9.9,2.5
CCN1CCCc2cc(CN(CCN3CCOCC3)C(=S)Nc3cc(F)cc(F)c3)ccc21,-6.4,0.293,102.6,1.1,107.6,6.2,-10.5,0.98,5.8,-6.2
CC1CCN(C(=O)CN(c2ccc(Cl)c(C(F)(F)F)c2)S(C)(=O)=O)CC1,-5.0,-0.808,102.1,1.1,96.2,-15.3,4.1,1.09,-2.3,15.3
Cc1cc(C)cc(CC2CC(=O)N(c3ccc(Cl)cn3)C2=O)c1 (stereo unspecified),-10.1,.,94.6,1.1,89.8,-23.6,11.1,1.11,8.0,23.6
CS(=O)(=O)N1CCC(C(=O)NCCC2=CCCCC2)CC1,-1.9,0.107,107.3,1,98.0,2.1,2.3,1.04,-7.3,-2.1
O=C(COc1ccc(S(=O)(=O)N2CCCCC2)cc1)NCc1cccnc1,-2.6,0.614,103.9,1,100.1,-21.1,-0.1,1.04,-4.5,21.1
CC(C)CC(NC(=O)c1ccccc1)C(=O)OCC(=O)Nc1ccc(S(N)(=O)=O)cc1 (stereo unspecified),-0.3,-0.0809,103.9,1,106.3,-1.0,-8.5,0.99,0.0,1.0
COc1ccc(NC(C)C(=O)N/N=C/c2ccccc2OCc2ccc(Br)cc2)cc1 (stereo unspecified),-2.4,.,93.5,1,110.7,-60.8,-11.9,2.67,9.7,60.8
CCn1c2ccccc2c2nnc(SCC(=O)c3c(N)n(C)c(=O)n(C)c3=O)nc21,-4.8,-0.368,100.5,1,104.7,0.3,-8.6,0.97,4.1,-0.3
CCc1nc2ccccc2n1CC(=O)N1CCN(Cc2ccccc2)CC1,-1.6,-0.811,96.9,1,95.8,7.7,2.7,0.8,7.3,-7.7
CCOC(=O)Cn1nc(C)c2c1CCCC2=O,-4.0,.,106.6,1,97.2,-9.8,3.1,0.96,-4.7,9.8
CC(NC(=O)Nc1cccc(Cl)c1)C(c1cccs1)N1CCCC1 (stereo unspecified),3.6,-0.0386,98.8,1,104.9,8.6,-5.0,1.07,-0.1,-8.6
C#CCNC(=O)C(C)c1ncc(C(F)(F)F)cc1Cl (stereo unspecified),-2.1,0.154,101.2,1,91.9,-6.7,7.1,1.18,9.2,6.7
CC(=O)c1ccc(NC(=O)CSc2nc(N)c3cc4c(nc3n2)CCCC4)cc1,48.2,-1.05,104.7,0.5,119.8,-38.5,-18.3,1.43,-8.5,38.5
Nc1nc(CN2CCC(Cc3ccccc3)CC2)nc(Nc2ccccc2)n1,-6.3,-0.337,98.2,1.1,105.8,-15.2,-6.2,0.93,6.7,15.2
Cc1nc(NC(=O)COC(=O)CCc2nc3ccccc3s2)c(Cl)cc1Cl,-3.1,.,104.5,1,100.7,-11.3,-0.8,1.13,-6.9,11.3
Cc1ccc2[nH]c3c(c2c1)CN(C(=O)CN1CC(C)OC(C)C1)CC3 (stereo unspecified),-1.3,.,100.9,1,93.5,-10.1,7.0,1.44,2.0,10.1
Cc1cc(C)cc(N2CCCn3c2nc2c3c(=O)n(CCN3CCOCC3)c(=O)n2C)c1,-7.2,.,86.7,1.1,102.8,-1.3,-3.1,0.79,20.5,1.3
Cc1ccc(S(=O)(=O)NCCC(=O)NCc2ccc3c(c2)OCO3)cc1C,-5.9,.,98.0,1.1,100.2,3.9,-0.2,1.09,6.4,-3.9
O=C(CSc1nnc(-c2ccccc2)o1)c1nnc(-c2ccccc2)o1,-11.0,.,101.0,1.1,101.1,6.0,-0.6,1.21,5.2,-6.0
NC(=O)NC(CC(=O)NCCCc1ccccc1)c1ccccc1Cl (stereo unspecified),-2.6,0.0301,106.7,1,108.6,10.8,-10.5,1.74,-0.1,-10.8
Cc1ccc(CS(=O)(=O)CCC(=O)NCc2ccc3c(c2)OCO3)cc1,-10.1,.,93.9,1.1,96.2,-1.5,4.2,1.35,11.2,1.5
Cc1ccc(Nc2c(F)c(F)c(F)c(F)c2C(=O)O)c(C)c1,-3.9,0.448,100.1,1,106.9,-2.0,-5.6,0.94,4.9,2.0
O=S(=O)(c1ccc(F)cc1)N1CCN(c2ncnc3c2cnn3-c2ccccc2)CC1,-3.1,1.01,105.8,1,100.0,7.3,0.0,0.99,-1.8,-7.3
COc1ccccc1OCCCn1c(=O)oc2ccc(C)cc21,-4.6,-0.16,92.7,1,90.5,-12.9,10.4,1.18,12.5,12.9

# Compound profiles (already shown):
# Entry for `CS(=O)(=O)N1CCC(C(=O)NCCC2=CCCCC2)CC1` : FLuc inh counter: -1.9; ROMK primary: 0.107; STAT3 act: 107.3; FLuc stim CS: 1; STAT1 activator: 98.0; APP 5UTR inh: 2.1; STAT1 blocker: 2.3; NF-kB expr up: 1.04; STAT3 blocker: -7.3; APP 5'UTR act: -2.1
# Entry for `O=S(=O)(c1ccc(F)cc1)N1CCN(c2ncnc3c2cnn3-c2ccccc2)CC1` : FLuc inh counter: -3.1; ROMK primary: 1.01; STAT3 act: 105.8; FLuc stim CS: 1; STAT1 activator: 100.0; APP 5UTR inh: 7.3; STAT1 blocker: 0.0; NF-kB expr up: 0.99; STAT3 blocker: -1.8; APP 5'UTR act: -7.3

# Next section:
SMILES,FLuc inh counter,ROMK primary,STAT3 act,FLuc stim CS,STAT1 activator,APP 5UTR inh,STAT1 blocker,NF-kB expr up,STAT3 blocker,APP 5'UTR act
NC(=O)c1nc(C2CCCCC2)nc2c1[nH]c(=O)n2-c1ccc(F)cc1,-4.1,.,103.1,1,99.6,-7.2,0.5,1.17,1.1,7.2
COc1ccc(CC(=O)NC(=S)Nc2ccc(S(N)(=O)=O)cc2)cc1,-6.3,0.00213,104.7,1.1,105.6,-2.0,-6.2,1.03,-1.6,2.0
Cc1cc(Nc2n[nH]c(N)c2C#N)ccc1F,2.0,.,103.2,1,107.9,-8.8,-10.8,1.12,1.5,8.8
Cc1cccc(C)c1NC(=O)C1(N2CCN(C(=O)c3ccco3)CC2)CCCCC1,-1.7,1.37,103.6,1,97.7,13.7,2.6,1.12,-0.3,-13.7
COc1ccc(S(=O)(=O)Nc2nc3ccccc3nc2NCc2ccc3c(c2)OCO3)cc1,-0.6,.,98.7,1,102.3,-6.0,-2.6,1.08,3.8,6.0
COc1ccc(OC)c(C(=O)c2ccc(C(=O)c3cc(OC)ccc3OC)cc2)c1,-7.5,.,104.4,1.1,99.3,-1.1,0.8,0.96,-3.8,1.1
CN(C)c1ccc(NC(=O)Nc2cccc(Cl)c2)cc1,46.6,.,96.9,0.5,135.3*,-180.7,-38.2,7.22*,7.9,180.7*
C#CCCCCCCCCC(=O)NCCCC,-2.6,-0.017,93.6,1,93.6,11.3,5.5,1.07,14.0,-11.3
Cc1nc(NC(=O)C2CC3CCCC(C2)C3=O)sc1C (stereo unspecified),2.5,.,119.1,1,110.3,-24.3,-11.3,1.81,-18.4,24.3
CCc1ccc(C(=O)CC2(O)C(=O)N(CN3CCOCC3)c3ccccc32)cc1 (stereo unspecified),-1.6,.,103.3,1,117.0,6.4,-18.7,1.11,1.4,-6.4
CC1(C)CC(=O)C/C(=N\NC(=O)Cc2ccccc2)C1,-8.0,-0.201,101.4,1.1,103.1,-24.3,-3.5,1.02,1.0,24.3
COc1cc(SC)ccc1C(=O)NC(C)C,0.2,1.02,92.7,1,107.9,-15.2,-8.1,.,14.2,15.2
Cc1nn(Cc2ccccc2Cl)c(C)c1NC(=O)c1noc2c1CCCCC2,-4.3,-1.55,104.2,1,100.4,-10.9,-0.5,0.82,0.1,10.9
Cc1ccc(-n2ncc3c(=O)[nH]cnc32)c(C)c1,-6.0,0.124,94.2,1.1,96.3,0.2,4.1,1.16,10.7,-0.2
CCOc1nc(N(C)C)nc(-n2nnc(C(C)=O)c2C)n1,-4.9,-1.06,84.2,1,100.1,10.9,-0.1,1.2,21.9,-10.9
CN(C)c1ccc(P(=O)(CC(=O)N/N=C/c2ccc(C#N)cc2)OCCCl)cc1 (stereo unspecified),-2.9,-0.147,103.4,1,96.3,15.9,4.0,1.08,-4.6,-15.9
O=C(O)CCCCCN1C(=O)/C(=C\c2ccncc2)SC1=S,-6.3,-4.06*,99.5,1.1,88.9,6.2,12.5,1.42,-1.9,-6.2
Cc1cccc(NC(=S)NNC(=O)c2csc(C(C)C)c2)c1,53.8*,-1.31,104.6,0.5,124.2,-130.9,-35.7,2.42,-2.2,130.9
CCOc1ccc(S(=O)(=O)NCc2ccc(F)cc2)c2cccnc12,-4.2,.,109.5,1,100.7,-7.8,-0.8,0.88,-6.4,7.8

# Retrieved one by one from the entries so far:
SMILES,FLuc inh counter,ROMK primary,STAT3 act,FLuc stim CS,STAT1 activator,APP 5UTR inh,STAT1 blocker,NF-kB expr up,STAT3 blocker,APP 5'UTR act
Cc1cccc(C)c1NC(=O)C1(N2CCN(C(=O)c3ccco3)CC2)CCCCC1,-1.7,1.37,103.6,1,97.7,13.7,2.6,1.12,-0.3,-13.7
COc1ccc(CC(=O)NC(=S)Nc2ccc(S(N)(=O)=O)cc2)cc1,-6.3,0.00213,104.7,1.1,105.6,-2.0,-6.2,1.03,-1.6,2.0
COc1cc(SC)ccc1C(=O)NC(C)C,0.2,1.02,92.7,1,107.9,-15.2,-8.1,.,14.2,15.2
CCc1ccc(C(=O)CC2(O)C(=O)N(CN3CCOCC3)c3ccccc32)cc1 (stereo unspecified),-1.6,.,103.3,1,117.0,6.4,-18.7,1.11,1.4,-6.4
CN(C)c1ccc(P(=O)(CC(=O)N/N=C/c2ccc(C#N)cc2)OCCCl)cc1 (stereo unspecified),-2.9,-0.147,103.4,1,96.3,15.9,4.0,1.08,-4.6,-15.9
Cc1cc(Nc2n[nH]c(N)c2C#N)ccc1F,2.0,.,103.2,1,107.9,-8.8,-10.8,1.12,1.5,8.8

# Compounds were not picked by outcome; overall some 7.1% were active at least once.
